p53ts 39C kill: kills p53ts cells at the nonpermissive temperature; H1299-p53A138V viability at 39C, ATP luminescence, 24 h; 130,000 compounds, 1.5% hits; Potency, µM (titrated, usually from 46.1 µM), for inactives: at the top dose activity change, negative = cell killing, usual class: cytotoxic; further: nearly all actives have a fitted effect of over 55% in size
p53ts 32C kill: cytotoxicity in p53ts cells at permissive temperature; H1299-p53A138V at 32C, ATP luminescence viability, 24 h; Potency, µM (highest dose often 46.1 µM), for inactives: at the highest dose activity change, negative = cytotoxicity, most hits filed as cytotoxic; 130,000 compounds, 0.93% hits; AID 924;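 further: 0% = DMSO and -100% = full killing by reference compound; nearly all actives have a fitted effect of over 55% in size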
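H1299-p53 A138V cells (temperature-sensitive p53) exposed 24 h to up to 46 uM compound at 32C, where p53 is wild-type in conformation. Viability read as ATP luminescence and normalised to DMSO and 100 uM tamoxifen. AC50 fitted with the Hill equation.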
Imprint erasure: genomic imprint erasure induction. AID 1948. Potency, µM (doses to about 60.7 µM), for the others: top-dose activity change, positive = activation, hits mostly activators. 110,000 compounds, 0.02% hits. mouse ES Peg3-LacZ reporter, beta-gal luminescence, 40 h;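 further: 0% = negative control wells on the plate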
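Gelatin-coated wells received 300 freshly trypsinized female ES cells with a Peg3LacZ-Neo reporter on the maternal allele, then incubated 40 hours at 37C. BetaGlo was added for 5 minutes at room temperature before a single luminescence read.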
IkB sig inh: IkB pathway inhibition in ABC-DLBCL cells; ABC-DLBCL IkBa-CBG/CBR dual luciferase ratio, 4 h; response scale: scaled: untreated 0%, proteasome inhibitor 100%; Potency, µM (titrated, usually from 57.1 µM), for inactives: at the top dose IkBa stabilization activation; 110,000 compounds, 0.04% hits; active means well fitted curve in the direction sought with a large enough effect in the signal ratio, not every such curve was filed as active; inconclusive means small, poorly fitted or top-dose-only effect, or a change in a side signal; the % refers to the signal ratio;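 further: the direction sought is a rising ratio; 0% = basal untreated cells and 100% = reference inhibitor full response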
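Curves were fitted separately to fusion (green), unfused (red) and ratio luminescence, then classed by r2, magnitude and activity. Cells: OCI-Ly3, 4 h compound plus doxycycline at 37C; 10 uM MG-132 defined full response.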
Starred values were filed as active, the others as inactive; u = inconclusive; x = not tested or not shown; [ ] = dose if it differs, or a comment. Unless noted, the call rests on the fitted dose curve; in most records, active means well fitted curve in the direction sought with a large enough effect; inconclusive means small, poorly fitted or top-dose-only effect, or another doubt; inactive means no such curve, though single readings can be large; an effect the other way counts as inactive or inconclusive. Unless noted, on the % scale 0 is the no-effect control and ±100 the full control effect; potency means the concentration at half of the fitted maximal effect.

SMILES	p53ts 39C kill	p53ts 32C kill	Imprint erasure	IkB sig inh
Cc1noc(C)c1S(=O)(=O)N1CCC(C(=O)N2CCC(N3CCCCC3)CC2)CC1	0%	-6%	-2%	0.9%
CCOc1cccc(/C(O)=C2/C(=O)C(=O)N(CCN3CCOCC3)C2c2cccnc2)c1 (stereo not drawn)	-8%	-2%	-9%	3.9%
CC1(C)N=C(/C=N/O)C=[N+]1[O-]	1%	11%	-1%	4.1%
Cc1cccc(NC(=O)Cn2nnc(-c3cccs3)n2)c1C	-26%	13%	-26%	u
CCc1ccccc1NC(=O)C1=CC(c2ccc(OC)c(OC)c2)=NS(=O)(=O)N1C	7%	3%	-16%[10.9 µM]	0.0%
COc1ccc(OCc2ccc(-c3nc(C#N)c(N4CCC(C(N)=O)CC4)o3)o2)cc1	15%	-10%	-11%[10.9 µM]	2.3%
Nc1cc(N)nc(SCC(=O)NCC2CCCO2)n1 (stereo not drawn)	3%	7%	6%	0.1%
CC(=O)c1c(C)[nH]c(C(=O)Nc2ccc(C)cn2)c1C	5µM*	2.5µM*	-79%[inhibitor]	0.0%
O=C1c2cccnc2C(=O)N1Cc1ccc2c(c1)OCO2	16%	6%	-11%	-1.0%
CCOC(=O)c1[nH]c(C)c(/C(O)=C2\C(=O)C(=O)N(CCN(C)C)C2c2ccncc2)c1C (stereo not drawn)	1%	4%	1%	-0.1%
O=C(/C=C/N1CCOCC1)c1ccc(-c2ccccc2)cc1	12%	17%	-16%	u
Cc1ccccc1NC(=O)CCN1CCCCCC1	19%	2%	-3%	-0.5%
Cc1nn(C)cc1CNC(=O)c1cccc(Br)c1	11%	7%	x	x
COC(=O)CCC(=O)Nc1sc(C)c(C)c1C(N)=O	4%	4%	-8%	-1.9%
COC(=O)c1cc(CSc2nnc(NC3CCCCC3)s2)oc1C	-10%	6%	-17%	u
Cc1ccc(C2NC(=O)NC(O)(C(F)(F)F)C2C(=O)c2cccs2)o1 (stereo not drawn)	-2%	4%	-8%	2.8%
Cc1ccccc1CNC(=O)C1CCCN(S(=O)(=O)N(C)c2ccc(F)cc2)C1 (stereo not drawn)	-13%	-4%	19%[10.9 µM]	-0.7%
Cc1noc(C)c1CSc1nnc2n(-c3ccccc3)c(=O)c3ccccc3n12	2%	1%	-3%	0.0%
CCCC1O[C@@H]2CC3C4CCC5=CC(=O)C=C[C@]5(C)C4C(OC(C)=O)C[C@]3(C)[C@]2(C(=O)COC(C)=O)O1 (stereo partly drawn)	-16%	1%	x	x
NC(=O)CN1C(=O)C(O)(CC(=O)c2ccccc2O)c2ccccc21 (stereo not drawn)	3%	-3%	10%	2.7%

5 entries from above, ordered by their value in IkB sig inh, rising.
structure,Imprint erasure,IkB sig inh
CCOC(=O)c1[nH]c(C)c(/C(O)=C2\C(=O)C(=O)N(CCN(C)C)C2c2ccncc2)c1C (stereo not drawn),1%,-0.1%
Cc1noc(C)c1CSc1nnc2n(-c3ccccc3)c(=O)c3ccccc3n12,-3%,0.0%
Nc1cc(N)nc(SCC(=O)NCC2CCCO2)n1 (stereo not drawn),6%,0.1%
Cc1noc(C)c1S(=O)(=O)N1CCC(C(=O)N2CCC(N3CCCCC3)CC2)CC1,-2%,0.9%
CCOc1cccc(/C(O)=C2/C(=O)C(=O)N(CCN3CCOCC3)C2c2cccnc2)c1 (stereo not drawn),-9%,3.9%

Going on with the list.
SMILES	p53ts 39C kill	p53ts 32C kill	Imprint erasure	IkB sig inh
CCC(=O)Nc1nn(C)c2nc3c(C)cccc3cc12	7%	-2%	-3%	-2.2%
CN(CC(=O)Nc1ccc(OC(F)(F)F)cc1)S(=O)(=O)c1ccc2c(c1)CCC(=O)N2	-2%	5%	-11%[10.9 µM]	-0.4%
Cc1ccc(S(=O)(=O)c2nnn(CC(=O)Nc3ccccc3C)c2N)cc1	-1%	-7%	15%[10.9 µM]	-2.5%
Cc1ccc(Cl)cc1N1CCN(C(=O)c2cnc3c(-c4ccc(F)cc4)c(C)nn3c2C)CC1	-25%	5%	-5%[10.9 µM]	0.1%
CCC(C)(C)NC(=O)c1ccc2c(c1)N(CC(=O)OC)C(=O)C(C)(C)O2	-15%	8%	-9%	0.2%
CCOc1ccccc1NC(=O)N1CCc2cc(S(=O)(=O)N3CCC(C)CC3)ccc21	9%	1%	-5%[10.9 µM]	0.2%
CCOC(=O)C(O)(NC(=O)c1cccnc1)C(F)(F)F (stereo not drawn)	5%	-10%	-4%	0.3%
CC1(C)Oc2ccc3ccc(=O)oc3c2C(N2CCCCC2)C1O (stereo not drawn)	0%	6%	-2%	-2.7%
O=C(NC1(C(F)(F)F)Oc2ccccc2O1)N1CCCC1	-14%	-10%	-18%	3.9%
CC(=O)Nc1ccc(S(=O)(=O)Nc2cc(-c3cn4ccccc4n3)ccc2C)cc1	-30%	-5%	-4%[10.9 µM]	u
COc1ccccc1OCC(=O)Nc1nnc(-c2ccco2)s1	2%	5%	-17%	u
Cc1ccc(Nc2c(-c3ccc(N4CCOCC4)cc3)nc3ncccn23)c(C)c1	u	12%	-4%[10.9 µM]	u
CN1CCCCCC1=Nc1ccccc1C#N	9%	-8%	-9%	0.8%
Cc1cc(C(=O)OCC(=O)N2CCc3ccccc32)c(C)o1	u	-12%	-44%[inhibitor]	0.2%
COc1ccc(-n2c(=O)cc(N3CCc4ccccc43)[nH]c2=O)cc1	4%	-13%	0%	0.6%
O=C(Nc1scc(-c2cccs2)c1C(=O)O)c1cccs1	-27%	-17%	-85%[inhibitor]	u
CCOC(=O)Nc1ccc(NS(=O)(=O)c2ccc(C)cc2)cc1	-3%	-8%	10%	1.8%
CC(C)CC(=O)Nc1nc2nc(-c3ccccc3)cc(=O)n2[nH]1	-16%	2%	-6%[10.9 µM]	-0.4%
CCOC(=O)c1c(C)[nH]c(C(=O)COC(=O)CNC(=O)c2ccc(Cl)cc2)c1C	7%	-14%	x	x
COc1cccc(NC(=O)CSc2nc3c(c(=O)n2C)SC(C)C3)c1 (stereo not drawn)	16%	-9%	-13%	3.3%
COCCCn1c(SCC(=O)Nc2cccc(C(=O)OC)c2)nnc1-c1ccncc1	0%	-7%	-8%	0.3%
COc1ccc(CCCc2nnc(SCC(=O)Nc3ccccc3F)o2)cc1C	4%	-11%	-14%[10.9 µM]	4.8%
O=c1n(Cc2ccccc2F)c2ccccc2n1Cc1ccccc1F	-10%	1%	x	x
Cc1ccc(Cl)cc1N1CCN(S(=O)(=O)c2cccc(S(=O)(=O)N3CCCC3)c2)CC1	3%	5%	-14%	1.9%
CCSC1=C(C#N)C(=O)n2c1cc1c2CCCC1	-24%	-13%	-15%	-1.1%
COc1cccc([C@H]2Oc3ccc(OC)cc3/C(=N\OC[C@@H](O)[C@@H]3O[C@@H]4OC(C)(C)O[C@@H]4[C@H]3O)[C@@H]2O)c1	4%[9.22 µM]	-18%[9.22 µM]	x	x
CN=C1SC(CC(=O)Nc2sc3c(c2C#N)CCCC3)C(=O)N1C (stereo not drawn)	-6%	-7%	-4%	0.4%
Cc1ccc2cc(-c3noc(C4CCCO4)n3)c(=O)[nH]c2c1 (stereo not drawn)	10%	-2%	-2%	0.9%
CCN1C(=O)C(Cc2nc3ccccc3c(=O)n2C)c2ccccc21 (stereo not drawn)	6%	0%	-8%	-0.9%
CCC(=O)Nc1ccccc1-c1nc2ccccc2n(Cc2cccc(Br)c2)c1=O	-16%	8%	-9%[10.9 µM]	1.6%
COc1ccc(-c2cn3c(n2)sc2cc(C(=O)NCc4ccccc4)ccc23)cc1	u	-7%	-9%[10.9 µM]	u
CCOc1ccc(CCNC(=O)Cn2nc(C)n3c(cc4occc43)c2=O)cc1OCC	10%	9%	11%[10.9 µM]	1.8%
CC(C)CC(c1nnnn1CC1CCCO1)N1CCN(Cc2ccc3c(c2)OCO3)CC1 (stereo not drawn)	9%	4%	-9%	0.5%
C=CCn1c(N)cc(=O)nc1SCC(=O)N1CCN(c2ccc(F)cc2)CC1	14%	16%	-8%	-4.2%
CCC(C)NC(=O)c1cc2c(Cl)nc3ccc(C)cc3c2s1 (stereo not drawn)	27%	3%	-5%[10.9 µM]	0.4%
Cc1ccc(-c2c(C(=O)N(C)Cc3ccccc3)oc(=O)c3ccccc23)cc1	-8%	7%	-1%[10.9 µM]	u
CCCCCCN(C(=O)CCCCCN1C(=O)NC(c2ccc([N+](=O)[O-])cc2)C(C(=O)OCc2ccccc2)=C1C)C(C(=O)NCCCC)c1ccc(OCC(=O)OC)c(C(=O)OC)c1 (stereo not drawn)	20%	14%	-12%	x
COC(=O)c1[nH]c2ccc(F)cc2c1NC(=O)CCN1CCN(C(=O)c2ccco2)CC1	7%	3%	-14%	0.7%
CC1CN(C(=O)c2ccc(CNS(=O)(=O)c3cccc(C(F)(F)F)c3)cc2)CC(C)O1 (stereo not drawn)	6%	3%	x	x
Cc1ccc(NC(=O)CSc2nc3c(c(=O)[nH]2)CN(Cc2ccccc2)CC3)cc1Cl	-19%	13%	u	u
COc1ccc(NC(=O)CSc2nc3ccccc3n2CC(=O)N2CCCCC2C)cc1 (stereo not drawn)	-4%	9%	-4%[10.9 µM]	0.8%
COc1ccc(OC)c(C2N=C(N)Nc3nc4ccccc4n32)c1 (stereo not drawn)	-8%	-2%	-7%[10.9 µM]	2.2%
CC(=O)Nc1ccc(OC(=O)C(CCS(C)(=O)=O)N2C(=O)c3ccccc3C2=O)cc1 (stereo not drawn)	10%	5%	-9%	-1.9%
CC1(C)C(c2cccs2)=[N+]([O-])C2(CCCCC/C2=N\O)N1O (stereo not drawn)	-18%	-20%	11%	0.5%
CCOC(=O)CSc1nc2cc(OC)ccc2cc1C#N	-23%	-25%	-18%	-0.3%
CC(C)N(c1nnc(N)s1)C(C)C	1%	-2%	x	x
Cc1cc(C)c(N=C2CCCN2Cc2ccccc2)c(C#N)c1	-14%	2%	x	x
CC(C)c1ccc(CNCCSc2nnnn2C)cc1	-5%	-8%	-4%[10.9 µM]	-2.9%
CCc1nc2sc3c(N4CCCCC4)ncnc3c2c2c1CCCC2	4%	6%	10%[10.9 µM]	-3.4%
N#CC(c1nc2ccccc2nc1N1CCCCC1)S(=O)(=O)c1ccc(Cl)cc1 (stereo not drawn)	3%	-3%	-13%	-0.3%
COc1cc(OC)cc(C(=O)Nc2cccc(-c3cn4cccnc4n3)c2)c1	-3%	2%	-3%[10.9 µM]	8.0%
Fc1ccc(-n2c(Cc3ccccc3)nnc2SCc2nc(-c3cccs3)no2)cc1	41%[activator]	41%[activator]	-24%	-3.3%
Cc1ccc(NC(=O)c2cc(S(=O)(=O)NC3CCCCC3)ccc2F)cc1Cl	u	-3%	-17%[10.9 µM]	-2.1%
Cc1ccccc1-c1nc(CN2CCC(C(=O)NCCCN3CCCC3)CC2)c(C)o1	-3%	-13%	-7%	-0.3%
Nc1ncc(S(=O)(=O)NCc2ccc(F)cc2)cn1	-22%	10%	-3%[10.9 µM]	0.6%
Cn1c(=O)c2cc(S(=O)(=O)NCCC(=O)NCc3ccccc3Cl)ccc2n(C)c1=O	0%	-12%	-16%	1.5%
CCOc1ccc(CCNS(=O)(=O)c2c(C)n[nH]c2C)cc1OCC	4%	3%	18%	-0.1%
C=C(C)Cn1c(SCC(=O)Nc2ccccc2C)nc2sc3c(c2c1=O)CCCC3	-8%	0%	-11%[10.9 µM]	u
CCOC(=O)c1c(CN2CCN(C)CC2)oc2ccc(O)cc12	5%	8%	-11%	-1.3%
O=C(CSc1nnc(Cc2csc(Nc3cccc(Cl)c3)n2)o1)N1CCc2ccccc21	-10%	-4%	-15%	11%
Cc1c(NC(=O)c2cc3nc(-c4ccccc4)cc(C)n3n2)c(=O)n(-c2ccccc2)n1C	9%	9%	3%	-0.3%

A second format for part of the listing above.
Every second line gives: p53ts 39C kill	p53ts 32C kill	Imprint erasure	IkB sig inh
CC1(C)C(c2cccs2)=[N+]([O-])C2(CCCCC/C2=N\O)N1O (stereo not drawn)
→ -18%	-20%	11%	0.5%
O=C(CSc1nnc(Cc2csc(Nc3cccc(Cl)c3)n2)o1)N1CCc2ccccc21
→ -10%	-4%	-15%	11%
Cn1c(=O)c2cc(S(=O)(=O)NCCC(=O)NCc3ccccc3Cl)ccc2n(C)c1=O
→ 0%	-12%	-16%	1.5%
N#CC(c1nc2ccccc2nc1N1CCCCC1)S(=O)(=O)c1ccc(Cl)cc1 (stereo not drawn)
→ 3%	-3%	-13%	-0.3%

Bioassay records deposited in PubChem by National Center for Advancing Translational Sciences (NCATS).

The order is random. Share with any hit: about 1.7%.
